Source: PubChem
POLI inh: inhibitors of human DNA polymerase iota; Q9UNA4; AID 588590; actives 1% (n = 390,000); Potency, µM (doses to about 115 µM), without a hit: top-dose activity, negative = inhibition, usual class: inhibitors; Pol iota fluorescent replication assay, 10 min; note: potency is the fitted concentration of half-maximal effect
Target sequence (Q9UNA4 whole entry, looked up): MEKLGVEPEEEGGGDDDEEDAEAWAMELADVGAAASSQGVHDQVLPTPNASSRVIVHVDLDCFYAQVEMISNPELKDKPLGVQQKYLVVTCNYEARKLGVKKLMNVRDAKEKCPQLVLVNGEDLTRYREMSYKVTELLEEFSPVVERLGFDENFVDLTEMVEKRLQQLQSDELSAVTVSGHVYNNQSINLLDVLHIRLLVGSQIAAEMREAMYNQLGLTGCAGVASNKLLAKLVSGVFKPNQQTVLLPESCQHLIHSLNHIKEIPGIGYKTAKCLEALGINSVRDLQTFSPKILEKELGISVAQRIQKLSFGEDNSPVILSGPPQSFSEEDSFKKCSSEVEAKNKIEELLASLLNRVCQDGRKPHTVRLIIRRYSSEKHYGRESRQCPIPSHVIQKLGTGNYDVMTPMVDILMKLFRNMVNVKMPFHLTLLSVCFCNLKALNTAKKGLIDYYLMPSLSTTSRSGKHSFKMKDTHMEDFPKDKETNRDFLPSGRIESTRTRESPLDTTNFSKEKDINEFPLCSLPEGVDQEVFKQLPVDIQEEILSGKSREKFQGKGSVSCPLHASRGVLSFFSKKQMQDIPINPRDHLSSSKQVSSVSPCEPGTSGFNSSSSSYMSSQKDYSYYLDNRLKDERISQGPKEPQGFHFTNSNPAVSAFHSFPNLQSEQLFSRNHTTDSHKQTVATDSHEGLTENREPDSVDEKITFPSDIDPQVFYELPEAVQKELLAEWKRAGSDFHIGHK
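Pol iota at 10 nM preincubated 15 min with compounds at room temperature; reaction started with fluorescent substrate, 50 nM final. Fluorescence read kinetically at 0 and 10 min; buffer-only wells as negative control.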
TRHR agonist: agonists of human TRH receptor; P34981; TRHR cells, calcium flux fluo-8, FDSS agonist mode; activation, % at 2 µM; actives 0.18% (n = 360,000); AID 493084; in the data active = activation above about 30%; note: 0% is about no effect
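Fluo-8-loaded TRHR cells; 10 s baseline, compound added, kinetic Ca2+ fluorescence read 1/s, agonist mode.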
BLM helicase inh: blocks DNA unwinding by human BLM helicase; recombinant BLM DNA unwinding, fluorescence dequenching; Potency, µM (top dose mostly 56.1 µM), for inactives: at the top dose activity change, negative = inhibition, actives largely listed as inhibitors; actives 0.2% (n = 350,000);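 note: potency is the fitted concentration of half-maximal effect; plate controls were vehicle for no effect and no enzyme for full effect; nearly all actives have a fitted effect of over 35% in size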
ERG Ets-DNA blk: inhibitors of human ERG Ets domain-DNA interaction. P11308. fluorescence polarization, His-ERG Ets domain / labelled DNA. Potency, µM (highest dose often 76.9 µM), without a hit: at the highest dose FP activity, negative = inhibition, actives largely listed as inhibitors. actives 0.028% (n = 370,000). AID 624246; active = well fitted inhibition curve with a large enough effect in the polarisation, with a control signal flat; inconclusive = small, poorly fitted or top-dose-only effect, or effect the other way, or a change in a side signal; inactive = no such curve, though single readings can be large or run the other way; the % refers to the polarisation;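 note: polarization taken with two DNA probes labelled with fluorescein and Texas red; potency is the fitted concentration of half-maximal effect; % of control where 0% means no effect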
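His-tagged ERG Ets domain (1 uM in the protein solution; 300mM KCl, 50mM Tris-HCl, 1mM EDTA, 1mM DTT, pH 7.5) received compound, then a probe mix of 5 nM fluorescein-DNA and 100nM Texas-615-DNA. Fluorescence polarization was read for both dyes.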
ALOX12 inh: ALOX12 (human) lipoxygenase inhibition | purified 12hLO, xylenol orange hydroperoxide absorbance | actives 1.1% (n = 580,000) | P18054 | Potency, µM (doses to about 108 µM), inactives show at the top dose activity change, negative = inhibition, most hits filed as inhibitors; note: potency is the fitted concentration of half-maximal effect; % is set by controls: 0 for no effect and ±100 for the full control effect
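Purified human 12hLO at 150 nM in 25 mM Hepes, 0.01% Triton X-100, pH 7.0, preincubated 15 min at room temperature with compound. Reaction started with 40 uM arachidonic acid, 30 min at room temperature. Hydroperoxide measured by Fe-xylenol orange, 573/405 nm absorbance ratio.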
POLB inh: DNA polymerase beta (human) inhibition | P06746 | Pol beta primer extension/strand displacement, fluorescence kinetic | Potency, µM (doses to about 114 µM), for the others: top-dose activity change, negative = inhibition, hits mostly inhibitors | actives 1.3% (n = 340,000); note: potency is the fitted concentration of half-maximal effect; % is set by controls: 0 for no effect and ±100 for the full control effect
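Homogeneous kinetic assay of primer extension and strand displacement by 10 nM Pol beta, preincubated 15 min at room temperature with compound before 50 nM substrate (final) was added. Read at 0 and 10 min; four-parameter Hill fit.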
APEX1 inh: APE1 (human) endonuclease inhibition; P27695; recombinant APE1, TAMRA/BHQ-2 abasic DNA cleavage fluorescence; Potency, µM (highest dose often 65.8 µM), for inactives: top-dose activity change, negative = inhibition, most hits filed as inhibitors; actives 0.35% (n = 350,000); AID 2517;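 note: potency is the fitted concentration of half-maximal effect; plate controls were vehicle for no effect and reference inhibitor for full effect; nearly all actives have a fitted effect of over 55% in size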
Target sequence (P27695 whole entry, looked up): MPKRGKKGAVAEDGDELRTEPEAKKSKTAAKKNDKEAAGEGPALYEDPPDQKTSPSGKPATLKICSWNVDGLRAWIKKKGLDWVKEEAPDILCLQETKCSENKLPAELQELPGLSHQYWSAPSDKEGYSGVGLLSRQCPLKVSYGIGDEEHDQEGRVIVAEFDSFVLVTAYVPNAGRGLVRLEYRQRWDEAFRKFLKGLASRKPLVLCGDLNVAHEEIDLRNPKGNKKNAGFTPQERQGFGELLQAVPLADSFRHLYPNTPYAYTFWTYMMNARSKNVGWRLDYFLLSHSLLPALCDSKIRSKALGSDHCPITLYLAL
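Quantitative HTS: incision of a TAMRA/BHQ-2 double-stranded substrate bearing a tetrahydrofuran abasic site by 0.75 nM APE1 raises fluorescence. Substrate 50 nM final, added after 15 min compound preincubation at room temperature; progress as third-minus-first kinetic read difference.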
Anesthetic bind: binds horse apoferritin like a general anesthetic; apoferritin/1-aminoanthracene competitive binding, fluorescence; Potency, µM (doses to about 77.5 µM), for the others: top-dose activity change, negative = displacement, usual class: inhibitors; actives 0.074% (n = 350,000); AID 485281; note: potency is the fitted concentration of half-maximal effect; % is set by controls: 0 for no effect and ±100 for the full control effect; nearly all actives have a fitted effect of over 20% in size
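Horse-spleen apoferritin (10 uM) in 50% saturated 1-aminoanthracene in PBS was incubated 10 min at room temperature with compound. Fluorescence (ex 380, em 535 nm) was normalized to free and bound 1-AMA, with concentration-response fitted by a four-parameter Hill equation.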
POLK inh: blocks human DNA polymerase kappa activity. Q9UBT6. purified Pol kappa, fluorescent DNA synthesis assay, 10 min. Potency, µM (highest dose often 107 µM), without a hit: at the highest dose activity, negative = inhibition, actives largely listed as inhibitors. actives 0.53% (n = 400,000); note: potency is the fitted concentration of half-maximal effect; % is set by controls: 0 for no effect and ±100 for the full control effect
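50 nM final substrate added after 15 min RT preincubation of 10 nM Pol kappa with compound; fluorescence read at 0 and 10 min.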
* = called active by the depositor; u = inconclusive; x = no result given; & = joins results of further samples; [ ] = dose if it differs, or a comment. Unless noted, calls come from the whole dose curve; as a rule, active = well fitted curve in the direction sought with a large enough effect; inconclusive = small, poorly fitted or top-dose-only effect, or another doubt; inactive = no such curve, though single readings can be large; an effect the other way counts as inactive or inconclusive. An excerpt; count on the stated rates, not on these rows.

SMILES	POLI inh	TRHR agonist	BLM helicase inh	ERG Ets-DNA blk	ALOX12 inh	POLB inh	APEX1 inh	Anesthetic bind	POLK inh
Cc1ccc(C(=O)N2CCC(Cc3ccccc3)CC2)cc1S(=O)(=O)N1CCOCC1	16%	0.4	x	0%	u	x	5%	x	-6%
COC(=O)C1=C(C)N(CCc2ccc(OC)c(OC)c2)C(=O)C1	-14%	0.7	-3%	3%	6%	22%	-5%	-8%	-5%
Cc1cc(C(=O)NC2CCCc3ccccc32)ccc1[N+](=O)[O-] (stereo not given)	32%[activator]	-1.3	-7%	0%	-6%	22%	12%	u	-7%
COc1ccc(CC(=O)NCC2CCCN(Cc3ccccc3OC)C2)cc1 (stereo not given)	-15%	0.0	1%	4%	2%	18%	6%	-6%	-10%
CC(C)N1C(=O)CCC1C(=O)NC1CCCC1 (stereo not given)	-12%[58.9 µM]	0.0	-2%	1%	-1%	24%	-43%	-7%	-3%
O=C(Nc1ccc2nc(SCc3ccccc3)sc2c1)c1ccccc1F	12%	0.1	-1%	4%	-17%	17%	x	-11%	5%
CCOc1ccc(Oc2ccc(Cl)cc2NC(=O)CCNC(C)=O)cc1	66%[activator]	-0.2	-6%	-10%	-8%	-2%	1%	-6%	4%
CCn1nc(C)c(CN2CCN(Cc3ccc(OC)c(C)c3C)C(CCO)C2)c1C (stereo not given)	23%	0.5	-1%	7%	-13%	u	8%	-10%	-2%
Cc1c(C(=O)Nc2ccc(S(N)(=O)=O)cc2)oc2ccc(Cl)cc12	20%	1.3	0%	5%	9%	-14%	5%	-4%	-1%
O=C(CN1c2ccccc2Sc2ccccc21)NNC(=O)Nc1cccc(Cl)c1	17%	0.2	-4%	8%	8%	1%	-5%	-7%	2%
O=C(/C=C\Nc1cccc(F)c1)c1ccc2c(c1)OCO2	-7%	0.2	-3%	19%	0%	16%	2%	-2%	-11%
CCOC(=O)[C@H]1[C@H]2COc3ccc(Cl)cc3[C@@H]2N2C(=O)CN(Cc3ccc(OC)cc3)C(=O)[C@@]12C	-1%	0.1	x	2%	u	x	10%	x	2%
CC(=O)N/C(=N/c1nc(C)cc(C)n1)Nc1cccc(C)c1C	35%[activator]	0.0	-2%	-9%	0%	30%	5%	-5%	3%
CC(C)(C)c1ccc(CN2C(=O)c3ccccc3S2(=O)=O)cc1	19%	-0.6	-12%	9%	0%	-2%	61%[activator]	u	4%
COc1cc(O)c(C(CCN2CCN(c3ccccc3)CC2)c2cc(OC)c(OC)c(OC)c2)c(OC)c1 (stereo not given)	-5%&13%	-0.4	-19%&-17%	14%	u	-14%	5%&-5%	-13%&-15%	-26%&6%
O=C(NCc1ccccc1)C(c1ccccc1F)N(CC1CCCO1)C(=O)c1ccccn1 (stereo not given)	138%[activator]	-0.6	-2%	-1%	42%[activator]	30%	6%	-8%	-1%
CC(=O)N1CCN(S(=O)(=O)c2ccc(F)c(Cl)c2)CC1	169%[activator]	1.8	-1%	18%	1%	47%	-12%	-5%	0%
O=c1c2c(-c3cccs3)csc2ncn1/N=C/c1ccc(OC(F)F)cc1	-3%	1.9	-6%	3%	0%	-10%	-4%	u	-28%
COc1cccc(NC(=O)c2cc(-c3ccc(C)o3)nc3ccccc23)c1	u	-0.4	-11%	6%	303%[activator]	u	u	-10%	u
Nc1ncncc1-c1ccc2ccccc2c1	25%	-2.2	-2%	2%	6%	25%	4%	-8%	2%
CCOc1ncccc1C(=O)Nc1cc(S(=O)(=O)N2CCCCC2)ccc1Cl	u	-0.2	x	12%	3%	x	-11%	x	5%
CCOc1ccc(C(=O)c2cn(CC(=O)Nc3ccc(F)c(F)c3)c3cc4c(cc3c2=O)OCCO4)cc1	10%	2.4	-5%	2%	-20%	4%	x	-18%	-13%
CCOC(=O)N1CCN(C(=O)c2ccc(N(C)S(=O)(=O)c3ccc(C)cc3)cc2)CC1	26%	-0.5	-4%	-1%	0%	6%	39%[activator]	-8%	-2%
O=C(COC(=O)/C=C/c1ccccc1)Nc1cccnc1Cl	0%	0.4	x	4%	-3%	x	3%	x	-12%
O=C(Cn1ccc2cc(S(=O)(=O)N3CCCCC3)ccc21)NCc1cccc(Cl)c1	15%	-0.7	-5%	-4%	-28%	-5%	x	107%[activator]	-10%

Overlap with the part before: 2 entries; new compounds follow.
SMILES	POLI inh	TRHR agonist	BLM helicase inh	ERG Ets-DNA blk	ALOX12 inh	POLB inh	APEX1 inh	Anesthetic bind	POLK inh
O=C(COC(=O)/C=C/c1ccccc1)Nc1cccnc1Cl	0%	0.4	x	4%	-3%	x	3%	x	-12%
O=C(Cn1ccc2cc(S(=O)(=O)N3CCCCC3)ccc21)NCc1cccc(Cl)c1	15%	-0.7	-5%	-4%	-28%	-5%	x	107%[activator]	-10%
COC(=O)C1C(O)=C(C(C)=N)C(=O)CC1(C)C (stereo not given)	8%	0.2	0%	4%	23%	21%	-4%	-7%	-4%
O=C(Nc1nc(-c2ccc(S(=O)(=O)N3CCOCC3)cc2)cs1)c1ccccc1	62%&98%[activator]	-1.0	-8%	-4%&14%	-24%&-22%	17%	-6%	-18%	-16%&-6%
O=C(Cc1ccc(Cl)cc1)N1CCN(C(=O)c2ccco2)CC1	9%	-0.1	-1%	-9%	0%	0%	-2%	-6%	-8%
COC(OC)c1nc(SCC(=O)Nc2cccc(Cl)c2)ncc1C(=O)O	8%	0.6	-1%	u	-19%	-3%	u	0%	2%
CCCCN(C)Cc1c(C)[nH]c2c(Cl)cccc2c1=O	15%	-0.6	3%	x	5%[57.4 µM]	-4%	-3%	4%	-7%[60.1 µM]
CCN(CC)c1ccc(C(=O)NNC(=O)c2cccn2C)cc1	u	-0.5	x	-11%	-9%	x	-10%	x	-25%
O=C(OCCOc1cccc(Cl)c1)c1cc(S(=O)(=O)N2CCCCC2)ccc1N1CCOCC1	4%	1.5	x	1%	u	x	24%	x	-7%
O=C1COc2ccc(S(=O)(=O)N3CCCCCC3)cc2N1	10%	1.2	0%	-4%	9%	13%	-3%	-11%	6%
Cc1ccc(NC(=O)C2Oc3ccccc3OC2C)cc1 (stereo not given)	-19%	0.0	-3%	-3%	22%	u	2%	-16%	-2%
CC(C)c1ccc(N(C(=O)c2ccc3c(c2)OCO3)C2C=CS(=O)(=O)C2)cc1 (stereo not given)	12%	-0.7	0%	5%	-11%	24%	-7%	-8%	0%
CSCCC(NC(=O)OCc1ccccc1)C(=O)O (stereo not given)	29%	0.5	1%	5%	-27%	-3%	6%	-10%	-5%
Cc1ccc(CC(=O)Nc2ccc(F)c([N+](=O)[O-])c2)cc1C	12%	0.5	-6%	1%	3%	-20%	-3%	-15%	-4%
O=C(NC1CCCC1)c1cc(=O)[nH]c2ccccc12	-27%	1.0	-1%	-4%	0%	32%	-10%	-14%	-4%
Cc1nc(N2CCOCC2)nc(OCCN2CCOCC2)c1[N+](=O)[O-]	39%	-0.8	3%	11%	-6%	24%	-1%	8%	-5%
CC1=C(C)CC(C(=O)NCc2cccc(Cl)c2)C(C(=O)O)C1 (stereo not given)	x	0.7	-2%	x	u	0%	-8%	-4%	x
COc1ccc(/C=C2\C(=O)ON=C2c2ccccc2)cc1	u	1.5	-5%	1%	u	-2%	20%	-11%	-5%
CSc1ccccc1C(=O)N1CCCC(CCC(=O)NCc2ccc(F)c(F)c2)C1 (stereo not given)	-18%	-0.5	-4%	7%	6%	8%	31%	7%	-8%
C=C(C)C(=O)N1CC2(CC(c3cccc(NC(=O)/C=C\C=C/C)c3)=NO2)C[C@H]1C(N)=O (stereo not given in full)	11µM*	-0.1	-6%	1%	-8%	u	-2%	2%	40µM*
Cc1nc(C)c(NC(=O)N2CCc3ccccc32)cc1NC(=O)N1CCc2ccccc21	4%	-1.6	1%	-5%	11%	-1%	-3%	-22%	-24%
CC(C)[C@H](NC(=O)N1CC(=O)Nc2ccccc21)C(=O)N[C@H](Cc1c[nH]c2ccccc12)C(=O)O	-9%	-0.8	1%	11%	-11%	-5%	6%	-3%	0%
CCOc1ccc(C(=O)CC(=O)C(=O)NCCc2ccc(OC)c(OC)c2)cc1	24%	1.4	-14%	37%[activator]	-13%	2%	3%	-23%	-18%
O=C(COc1ccccc1[N+](=O)[O-])N1CCN(c2ccccn2)CC1	49%[activator]	-0.1	x	-4%	-19%	x	-6%	x	8%
CN1CCN(c2nc(-c3ccccc3)nc3c2oc2ccccc23)CC1	6%	0.1	-7%	4%	381%[activator]	37%	-7%	-16%	-5%
CNc1oc(Cc2cccc3ccccc23)nc1C#N	18%	-0.2	-4%	-7%	19%	3%	-10%	-18%	-1%
Cc1ccc(N2C(=O)c3ccccc3C2(O)c2ccccc2)cc1 (stereo not given)	-9%	x	x	-6%	-8%	x	x	x	1%
CCS(=O)(=O)C1=NN2C(=N)/C(=C\c3ccc(OC(=O)c4ccco4)c(Br)c3)C(=O)N=C2S1	x	2.0	-17%	x	x	89µM*	-22%	-18%	x
CCNC(=O)/C(C#N)=C/c1c(N2CCOCC2)nc2ccccn2c1=O	-7%	-1.1	-3%	3%	-12%	-26%	3%	64%[activator]	-7%
Clc1ccc(N2CCN(Cc3nnc(-c4ccc5c(c4)OCO5)o3)CC2)cc1	5%	0.7	-2%	0%	-29%	-1%	x	-2%	-21%
Cc1ccc(N2C(=O)CSC2c2cccnc2)cc1F (stereo not given)	3%	0.5	-2%	6%	5%	10%	-2%	-9%	-8%

Structures listed above that bear a hit mark in POLB inh:
mol | POLI inh | TRHR agonist | BLM helicase inh | ERG Ets-DNA blk | ALOX12 inh | POLB inh | APEX1 inh | POLK inh
CCS(=O)(=O)C1=NN2C(=N)/C(=C\c3ccc(OC(=O)c4ccco4)c(Br)c3)C(=O)N=C2S1 | x | 2.0 | -17% | x | x | 89µM* | -22% | x
